From PubChem BioAssay
JMJD2A Tudor inh: JMJD2A Tudor domain (human) inhibition | AlphaScreen JMJD2A-Tudor / H3K4me3 peptide binding | O75164 | 390,000 tested, 4.4% active | Potency, µM (highest dose often 114 µM), for the others: at the highest dose activity change, negative = inhibition, most hits filed as inhibitors; note: potency is the fitted concentration of half-maximal effect; % is set by controls: 0 for no effect and ±100 for the full control effect; nearly all actives have a fitted effect of over 50% in size
Target sequence (O75164 whole entry, looked up, the tested form may be a part): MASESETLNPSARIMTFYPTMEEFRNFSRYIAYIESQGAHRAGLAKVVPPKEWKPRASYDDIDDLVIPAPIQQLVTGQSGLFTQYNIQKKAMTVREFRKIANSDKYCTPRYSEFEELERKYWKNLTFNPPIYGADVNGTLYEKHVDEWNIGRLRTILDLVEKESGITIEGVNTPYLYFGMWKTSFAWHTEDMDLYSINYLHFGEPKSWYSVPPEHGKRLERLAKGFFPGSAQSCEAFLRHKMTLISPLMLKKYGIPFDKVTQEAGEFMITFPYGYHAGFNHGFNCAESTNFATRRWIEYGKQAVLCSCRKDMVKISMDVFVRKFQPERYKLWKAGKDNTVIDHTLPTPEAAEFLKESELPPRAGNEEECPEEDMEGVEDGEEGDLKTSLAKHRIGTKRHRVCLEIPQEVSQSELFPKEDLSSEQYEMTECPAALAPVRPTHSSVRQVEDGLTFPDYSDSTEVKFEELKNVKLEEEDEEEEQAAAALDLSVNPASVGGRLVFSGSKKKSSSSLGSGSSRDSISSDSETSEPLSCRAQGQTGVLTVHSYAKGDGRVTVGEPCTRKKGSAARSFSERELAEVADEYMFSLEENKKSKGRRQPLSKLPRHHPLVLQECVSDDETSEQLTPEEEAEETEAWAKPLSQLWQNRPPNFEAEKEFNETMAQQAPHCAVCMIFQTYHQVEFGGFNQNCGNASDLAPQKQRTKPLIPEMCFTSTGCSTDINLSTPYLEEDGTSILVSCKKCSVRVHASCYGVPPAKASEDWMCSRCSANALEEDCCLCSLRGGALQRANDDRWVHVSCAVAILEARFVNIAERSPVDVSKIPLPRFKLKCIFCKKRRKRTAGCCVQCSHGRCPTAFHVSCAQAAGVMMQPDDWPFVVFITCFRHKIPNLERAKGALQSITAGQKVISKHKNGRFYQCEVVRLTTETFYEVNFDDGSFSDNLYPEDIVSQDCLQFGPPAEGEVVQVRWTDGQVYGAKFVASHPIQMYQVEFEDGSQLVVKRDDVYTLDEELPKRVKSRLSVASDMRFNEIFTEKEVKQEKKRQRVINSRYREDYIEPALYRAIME
PGK inhibitor: inhibitors of T. brucei phosphoglycerate kinase; P07378; PGK/GAPDH coupled, Kinase-Glo luminescence, 60 min; Potency, µM (series often up to 57.5 µM), for inactives: top-dose activity change, negative = inhibition, hits mostly inhibitors; 380,000 tested, 0.043% active; AID 602233; note: potency is the fitted concentration of half-maximal effect; % is set by controls: 0 for no effect and ±100 for the full control effect; nearly all actives have a fitted effect of over 60% in size
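Luminescent ATP detection (Kinase-Glo Plus) follows a 60-minute room-temperature incubation, with wells lacking PGK as controls. Buffer: 100 mM TEA (pH 7.6), 5 mM MgCl2, 0.01% Tween-20. Coupling enzyme GAPDH (100 nM final) supplies unstable 1,3-BPG in-well.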
HP1b binding inh: blocks HP1-beta chromodomain binding to methylated histone tails; AlphaScreen HP1-beta / biotin-H3K9me3 peptide binding; Potency, µM (doses to about 114 µM), for the others: top-dose activity change, negative = inhibition, most hits filed as inhibitors; P83916; 390,000 tested, 0.56% active; AID 540317; note: potency is the fitted concentration of half-maximal effect; nearly all actives have a fitted effect of over 70% in size; inactives centre near 23
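AlphaScreen: HP1-beta (50 nM) preformed 30 min with biotin-H3(1-18)K9me3 peptide (50 nM) in PBS pH 7.4, 0.01% Tween-20. Compound added for 30 min at RT, then streptavidin donor/nickel chelate acceptor beads (10 ug/mL) for 30 min.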
G9a block: inhibitors of human histone lysine methyltransferase G9a | G9a H3K9 monomethylation, AlphaScreen, 2 h | Potency, µM (highest dose often 102 µM), for inactives: top-dose activity, negative = inhibition, hits mostly inhibitors | 350,000 tested, 8.8% active | AID 504332; note: potency is the fitted concentration of half-maximal effect; % is set by controls: 0 for no effect and ±100 for the full control effect; nearly all actives have a fitted effect of over 75% in size
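Methyltransferase reactions run at room temperature for 2 h (20 nM enzyme, 500 nM biotin-H3K9 peptide, 20 uM SAM) after a 15 min compound preincubation; product detected by AlphaScreen beads and anti-H3K9me1 antibody.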
GLS inh: blocks human kidney-isoform glutaminase activity | 410,000 tested, 0.21% active | GLS enzymatic activity, qHTS titration | O94925 | Potency, µM (series often up to 45.5 µM), for the others: at the top dose activity change, negative = inhibition, hits mostly inhibitors; note: potency is the fitted concentration of half-maximal effect; % is set by controls: 0 for no effect and ±100 for the full control effect
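Read-out is an Amplex red fluorescence increase coupled through glutamate oxidase and HRP, measured before and after 30 min room-temperature incubation. hKGA is in 45 mM KH2PO4 (pH 8.2) with 0.02% Tween-20; glutamine added as 1mM solution.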
ERG-DNA inh: blocks human ERG Ets domain binding to DNA | fluorescence polarization, His-ERG Ets domain / labelled DNA | Potency, µM (top dose mostly 76.9 µM), without a hit: top-dose FP activity, negative = inhibition, hits mostly inhibitors | 370,000 tested, 0.028% active; active = well fitted inhibition curve with a large enough effect in the polarisation, with a control signal flat; inconclusive = small, poorly fitted or top-dose-only effect, or effect the other way, or a change in a side signal; inactive = no such curve, though single readings can be large or run the other way; the % refers to the polarisation;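 note: polarization taken with two DNA probes labelled with fluorescein and Texas red; potency is the fitted concentration of half-maximal effect; % of control where 0% means no effect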
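His-tagged ERG Ets domain (1 uM in the protein solution; 300mM KCl, 50mM Tris-HCl, 1mM EDTA, 1mM DTT, pH 7.5) received compound, then a probe mix of 5 nM fluorescein-DNA and 100nM Texas-615-DNA. Fluorescence polarization was read for both dyes.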
BAZ2B inh: BAZ2B (human) inhibition; Q9UIF8; AlphaScreen BAZ2B-H3K14Ac peptide displacement; Potency, µM (titrated, usually from 114 µM), inactives show top-dose activity change, negative = inhibition, hits mostly inhibitors; 360,000 tested, 4.4% active; AID 504333; note: potency is the fitted concentration of half-maximal effect; % is set by controls: 0 for no effect and ±100 for the full control effect; nearly all actives have a fitted effect of over 60% in size
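Protein-peptide AlphaScreen: BAZ2B 50 nM, b-H3K14Ac 50 nM, 1x PBS pH 7.4 + 0.01% Tween-20. Preincubation 30 min RT; cpd 30 min RT (top 110 uM); beads 20 min RT, light-protected.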
Pin1 inhibitor: blocks the human prolyl isomerase Pin1. Q13526. Pin1 FP peptide displacement, HiFluor488, 10 min. Potency, µM (doses to about 115 µM), without a hit: at the top dose activity, negative = inhibition, actives largely listed as inhibitors. 390,000 tested, 0.009% active; active = well fitted inhibition curve with a large enough effect in the polarisation, with a control signal flat, not every such curve was filed as active; inconclusive = small, poorly fitted or top-dose-only effect, or effect the other way, or a change in a side signal; inactive = no such curve, though single readings can be large or run the other way; the % refers to the polarisation; note: potency is the fitted concentration of half-maximal effect; % is set by controls: 0 for no effect and ±100 for the full control effect
PI4K2A inh: blocks human PI4K2A kinase activity | AID 1346378 | purified PI4K2A, ADP-Glo luminescence, 1 h; hits give low values | activity change, negative = inhibition, % at 76.9 µM | 420,000 tested, 0.13% active | Q9BTU6; in the data active = activity change below about -50%; inconclusive = mostly about -30% to -49%;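 note: -100% = wells without enzyme as full effect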
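In this quantitative HTS, ADP production by PI4K2A was quantified luminescently after 1 h at ambient temperature; 100 microM adenosine served as plate-quality control.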
An asterisk follows results filed as active; i = inactive; ? = inconclusive; nt = not tested or not shown; [ ] = another dose, or the depositor's remark. Unless noted, calls come from the whole dose curve; as a rule, active = well fitted curve in the direction sought with a large enough effect; inconclusive = small, poorly fitted or top-dose-only effect, or another doubt; inactive = no such curve, though single readings can be large; an effect the other way counts as inactive or inconclusive.

| SMILES | G9a block | GLS inh | Pin1 inhibitor | HP1b binding inh | BAZ2B inh | PI4K2A inh | JMJD2A Tudor inh | PGK inhibitor | ERG-DNA inh |
| --- | --- | --- | --- | --- | --- | --- | --- | --- | --- |
| CCOc1ccc2nc(N3CCCC(C(=O)NCCCN4CCOCC4)C3)sc2c1 (stereo unspecified) | -13%[59 µM] | -1% | 1% | 17% | -4% | 1 | -18% | i | 8% |
| CCc1ccc(-c2[nH]nc3nc(-c4ccc(OC)cc4)cc(C(=O)NCCCOC)c23)cc1 | -14%[59 µM] | 11% | 1% | -17% | 0% | 3 | -5% | 0% | 4% |
| CCn1c(=O)cc(OCC(=O)NC(C)c2ccc3c(c2)OCCO3)c2ccccc21 (stereo unspecified) | 4%[59 µM] | 37%[activator] | -9% | ? | -2% | 0 | ? | i | -5% |
| S=C1NCN(CCc2ccccc2)CN1 | -39% | -4% | -5% | 45%[activator] | -13% | 4 | -2% | 0% | 5% |
| O=C(CN1CCCN(Cc2ccc(F)cc2Cl)C1=O)NC1CCCCCC1 | -13%[12.7 µM] | -20% | -5% | 10% | 10% | 2 | -22% | 4% | 0% |
| O=[N+]([O-])c1ccc2ncnc(N3CCN(Cc4ccc5c(c4)OCO5)CC3)c2c1 | nt | 3% | -7% | -12% | 40µM* | -3 | ? | -1% | -6% |
| Cc1ccc2nc(NC(=O)c3ccccc3F)sc2c1 | 15% | 0% | -4% | 46%[activator] | 0% | -2 | -4% | 3% | -2% |
| O=C(NC1CCCC1)C(NS(=O)(=O)c1ccc(Br)s1)c1ccccc1 (stereo unspecified) | -17%[59 µM] | 6% | 3% | 19% | -5% | 1 | 0% | 6% | -2% |
| O=C(NCC(c1ccco1)N1CCc2ccccc21)c1ccccc1F (stereo unspecified) | 56µM* | -4% | -5% | ? | ? | 3 | ? | -3% | -5% |
| O=C(CSCc1ccccc1)Nc1ccc2c(c1)OCO2 | -22%[59 µM] | 12% | -3% | 28% | -2% | 1 | -31% | -7% | 2% |
| COc1ccc(CCNC(=O)c2cccs2)cc1 | nt | 7% | 5% | 33% | -7% | 2 | -6% | -1% | -11% |
| COc1cc2c(cc1OC)C(=O)NCC(C)(C)O2 | 10% | -4% | 0% | 72%[activator] | -2% | 0 | -15% | -3% | 4% |
| CCCc1cc(=O)oc2cc(C)cc(OCC(=O)NCCN3CCOCC3)c12 | 13% | 0% | 1% | 26% | -18% | -7 | -12% | i | 1% |
| C=C(C)Cn1c(CCn2c3ccccc3c3ccccc32)n[nH]c1=S | ? | -16% | 0% | 31% | -32% | -2 | -27% | 2% | -4% |
| c1csc(-c2nnc(N3CCOCC3)c3ccccc23)c1 | 40µM* | 17% | 0% | 1% | -27% | -2 | -2%[11.4 µM] | 7% | -5% |
| COc1ccccc1NC(=O)c1ccccc1C(=O)O | 4%[12.7 µM] | 0% | 0% | 51%[activator] | -23% | -24 | 4% | 2% | 6% |
| Cc1ccc(C(=O)NNC(=O)CSc2nnc(C3CC3)n2C)cc1 | ? | -8% | -16% | 23% | 3% | 3 | 2% | i | 4% |
| COc1cc(NC(=O)c2ccc(F)cc2)c(OC)cc1Cl | 0%[59 µM] | -13% | ? | 35% | 7% | 8 | -7% | -6% | 10% |
| COC(=O)C1=C(C)N(c2ccc(OC)cc2)C(C)=C(C(=O)OC)C1c1ccc(OC)cc1 | 2% | -13% | -2% | 19% | -19% | -1 | -17% | 1% | -21% |
| Cc1cc(C)cc(C(=O)OCC(=O)Nc2cccc(S(=O)(=O)NC3=NCCCCC3)c2)c1 | -47%[59 µM] | 10% | 0% | 4% | -6% | -3 | -27% | -2% | nt |
| COc1ccc(-c2csc(Nc3ccc(S(=O)(=O)Nc4cc(C)on4)cc3)n2)cc1C | 40µM* | 35%[activator] | -22% | -15% | 50µM* | -3 | ? | -5% | -1% |
| CCOC(=O)c1cnc2ccc(C)cc2c1N(C)Cc1ccccc1 | 86%[activator] | 26% | 4% | 40%[activator] | 101%[activator] | 2 | 21% | 7% | 10% |
| CC(C)N1C(=O)CSC1c1ccc(Br)cc1 (stereo unspecified) | 12% | 0% | 1% | 37% | -6% | 3 | -11% | -11% | -8% |
| CNS(=O)(=O)c1cccc(C(=O)OCC(=O)Nc2cc(F)ccc2F)c1 | 0% | -3% | -3% | 55%[activator] | -10% | 3 | -6% | 11% | -3% |
| CC(C)(C)c1nc2cc(Cl)c([N+](=O)[O-])cc2o1 | 2% | ? | -3% | ? | -24% | 2 | ? | i | -7% |

Exported with values under each structure: 2 of the compounds above
Each structure is followed by: G9a block	GLS inh	Pin1 inhibitor	HP1b binding inh	BAZ2B inh	PI4K2A inh	JMJD2A Tudor inh	PGK inhibitor	ERG-DNA inh
Cc1ccc(C(=O)NNC(=O)CSc2nnc(C3CC3)n2C)cc1
  ?	-8%	-16%	23%	3%	3	2%	i	4%
COc1cc(NC(=O)c2ccc(F)cc2)c(OC)cc1Cl
  0%[59 µM]	-13%	?	35%	7%	8	-7%	-6%	10%

Next section:
| SMILES | G9a block | GLS inh | Pin1 inhibitor | HP1b binding inh | BAZ2B inh | PI4K2A inh | JMJD2A Tudor inh | PGK inhibitor | ERG-DNA inh |
| --- | --- | --- | --- | --- | --- | --- | --- | --- | --- |
| COc1ccc(C2NC(=S)NC3=C2CCCC3=C2SCCS2)cc1 (stereo unspecified) | ? | -14% | 13% | -5% | 32µM* | -5 | -27% | -1% | -3% |
| CCOc1cccc(/C=C(\C#N)C(=O)NC2CC2)c1 | nt | -17% | -2% | 30% | nt | 2 | -11% | -1% | 3% |
| COc1cccc(-c2nnc(SC(C(=O)c3c[nH]c4ccccc34)c3ccccc3)n2C)c1 (stereo unspecified) | -3%[59 µM] | -5% | 22% | 32% | 2% | -1 | -4% | -1% | 4% |
| CN(C)CCNc1ccc2nnn3c4ccc(O)cc4c(=O)c1c23 | nt | 12% | -4% | 30% | nt | -18 | -25% | i | nt |
| O=C(Cn1cc([N+](=O)[O-])ccc1=O)NCC1COc2ccccc2O1 (stereo unspecified) | -5%[2.33 µM] | 1% | 0% | 17% | -12% | -3 | -12% | i | nt |
| NC(=O)c1ccc(NS(=O)(=O)c2ccccc2F)cc1 | 7% | 2% | -8% | 36% | 3% | 7 | -10% | i | -8% |
| CC(C)C(=O)NC(=S)Nc1ccc(S(=O)(=O)Nc2nccs2)cc1 | -41% | 14% | 1% | 0% | -34% | -3 | -19%[11.4 µM] | -2% | -1% |
| Cc1cc(OC(=O)c2ccccc2)n(CCC#N)n1 | -36%[59 µM] | 26% | -1% | 56% | 3% | 13 | -15% | -2% | -1% |
| O=C(CC1C=Cc2ccccc2N1C(=O)c1ccccc1)c1ccccc1 (stereo unspecified) | 9% | 6% | -2% | 43%[activator] | 3% | 0 | 3% | -3% | -10% |
| Cc1nnsc1C(=O)Nc1cccc(Cl)c1Cl | 5%[59 µM] | 2% | -1% | 36% | 11% | 2 | 4% | -12% | -1% |
| O=C(NCSc1ccnc(SCNC(=O)c2ccccc2)n1)c1ccccc1 | 4µM* | -2% | ? | 29% | -9% | 4 | -30% | nt | 3% |
| NC(=O)c1ccc(NC(=O)CS(=O)(=O)c2cn(CC(=O)N3CCCC3)c3ccccc23)cc1 | 25µM* | -5% | 0% | 60%[activator] | -19% | -2 | -2% | 1% | 2% |
| Cc1cc(C)c2c(c1)/C(=N\N=c1\sc3ccccc3n1C)C(=O)N2 | ? | 1% | 16% | -1% | -15% | -5 | -18% | -10% | 4% |
| COc1cc2c(cc1OC)C(c1ccccc1)N(C(=O)c1cccc(S(C)(=O)=O)c1)CC2 (stereo unspecified) | 10% | -5% | -4% | -19% | -12% | -5 | -20% | -2% | -5% |
| c1ccc(CCc2ccccn2)cc1 | nt | -3% | -5% | 14% | nt | -3 | -5% | -10% | -6% |
| CCCCCCn1nc(C(=O)N(CCCC)c2c(N)n(CCC)c(=O)[nH]c2=O)c2ccccc2c1=O | nt | -6% | 7% | 33% | nt | -1 | 0% | -8% | -7% |
| O=C(Cn1c2ncccc2c(=O)n1-c1ccccc1)NCc1ccccc1Cl | 7%[59 µM] | 7% | 1% | 15% | 5% | 1 | 4% | -2% | -6% |
| Cc1nn2cc(-c3ccc(N)cc3)nc2s1 | 7%[59 µM] | -30% | 1% | -3% | ? | 9 | -33% | -9% | -9% |
| Cc1cc(C(=O)OCCN2C(=O)c3ccccc3C2=O)c2ccccc2n1 | 17%[12.7 µM] | 1% | ? | 10% | 5% | -2 | -8% | i | 7% |
| CCc1ccc(NC(=O)CCn2nc(-c3ccccc3OC)c3c(C)cc(C)nc32)cc1 | -1%[59 µM] | 5% | 110%[activator] | 25% | -16% | -1 | -19% | 8% | 7% |
| COc1ccc(N2C(=O)c3ccccc3NC23CCC(C)CC3)cc1 (stereo unspecified) | 8%[12.7 µM] | 4% | ? | 17% | -2% | -3 | -3% | -15% | -1% |
| O=C(CN1CCC(O)CC1)N1c2ccccc2C=Cc2ccccc21 | ? | 0% | -3% | 27% | -4% | -5 | -21% | i | -1% |
| COc1cccc(NC(=O)CN(C)C(=O)c2c(C)nn(Cc3ccc(C)cc3)c2Cl)c1 | -3% | -3% | -3% | 28% | -4% | 1 | 7% | 9% | -10% |
| Cc1cc(C)c(CSc2ncc(-c3ccc([N+](=O)[O-])cc3)[nH]2)c(C)c1 | ? | 4% | 69%[activator] | ? | 10µM* | 1 | ? | -8% | -10% |
| CCCCC(=O)Nc1cccc(NC(=O)c2ccc(Br)cc2)c1 | 6% | 1% | 5% | 15% | 5% | 1 | -9% | 1% | 1% |
